Screening results from PubChem.
PhoP GFP inhibition – PhoP regulon inhibitors, Salmonella typhi PhoP promoter GFP reporter, confirmatory (AID 1850); Salmonella Typhi PhoP-promoter GFP reporter, fluorescence, 4 h; higher % means a stronger effect; inhibition, % at 50 µM, or IC50 in µM where a hit was titrated; 310,000 tested, 0.33% active; in the data active = a potency from the dose series; inconclusive = inhibition mostly from about 25% at the one dose, without a potency; inactive = the rest, 99 in 100 with inhibition below about 19%;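 note: 0% = induced wells with vehicle and 100% = uninduced wells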
H1N1 NS1A inhibition – H1N1 influenza NS1A inhibitors, functional cell based assay (AID 504329); NS1A functional cell-based assay, percent inhibition; higher % means a stronger effect; 340,000 tested, 0.3% active; one-dose inhibition, % at 12.5 µM; IC50 in µM for titrated hits; in the data active = a potency from the dose series; inconclusive = inhibition above about 27% without an active follow-up result; note: strong numbers were not always called active
VEEV TC-83 Vero – inhibitors of VEEV TC-83 cytopathic effect, confirmation, Vero cells (AID 588727) | Vero cells, VEEV TC-83 cytopathic effect inhibition; higher % means a stronger effect | one-dose inhibition, % at 20 µM; IC50 in µM for titrated hits | 350,000 tested, 0.13% active; in the data active = a potency from the dose series; inconclusive = inhibition mostly from about 14% at the one dose, without a potency; inactive = the rest, 99 in 100 with inhibition below about 12%; note: strong numbers were not always called active
M. tuberculosis – growth inhibition of non-replicating M. tuberculosis (AID 488890) | Mycobacterium tuberculosis non-replicating, growth inhibition; higher % means a stronger effect | 320,000 tested, 0.39% active | inhibition, % at 25 µM, or IC50 in µM where a hit was titrated; in the data active = a potency from the dose series; inconclusive = inhibition mostly from about 82% at the one dose, without a potency; inactive = the rest, 99 in 100 with inhibition below about 76%;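 note: plate controls were DMSO cells for no effect and high antibiotic wells for full effect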
M. tuberculosis HTS – M. tuberculosis growth inhibition, HTS (AID 449762); 330,000 tested, 0.59% active; M. tuberculosis H37Rv growth inhibition, 7H9 media; higher % means a stronger effect; one-dose inhibition, % at 25 µM; IC50 in µM for titrated hits; in the data active = a potency from the dose series; inconclusive = inhibition above about 70% without an active follow-up result;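 note: bacterial growth assessed after seven days of incubation; strong numbers were not always called active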
VEEV TC-83 Vero 10K pilot screen – second read-out of VEEV TC-83 Vero, no call of its own (marks repeat the call); inhibition, %; measured here: 10K pilot screen inhibition
* marks the source's active call; other numbers are inactive results; i = inactive; u = inconclusive; x = not tested or not shown; & = joins results of further samples.

SMILES	PhoP GFP inhibition	H1N1 NS1A inhibition	VEEV TC-83 Vero	M. tuberculosis	M. tuberculosis HTS	others
CN1CCN(C(=O)/C(=C\c2cccs2)NC(=O)c2cccs2)CC1	6%	-8%	0.5%	4%	3%	VEEV TC-83 Vero 10K pilot screen=0.6
CN1CCN(c2ccc([N+](=O)[O-])c(NCc3ccco3)c2)CC1	-2%	-3%	2.0%	-14%	8%
COc1cc2ncnc(NCc3cccc(F)c3F)c2cc1OC	1%	16%	13%	-7%	-7%
CCc1ccccc1NC(=S)N(Cc1cccc(C)c1)c1cccnc1	26%	12%	i	2%	-1%
COc1cc2c(=O)n(CC3CCCO3)c(=O)n(CC(=O)Nc3cccc(Cl)c3)c2cc1OC (stereo not drawn)	-5%&3%	2%	5.6%	34%	9%
COc1ccc2[nH]c(C(=O)Nc3ccc4c(c3)OCO4)cc2c1	5%	x	6.4%	-2%	-6%
COC(=O)CN(n1cnnc1)S(=O)(=O)c1ccccc1Cl	-1%	13%	0.9%	-13%	0%
COC(=O)Nc1ccc(S(=O)(=O)NNC(=O)c2c(O)c3ccccc3[nH]c2=O)cc1	4%	5%	2.2%	-14%	8%
CC[N+](C)(C)Cc1ccccc1Br	7%	3%	0.2%	4%	4%
O=C(OC[C@@H]1CCCN2CCCC[C@H]12)c1cc2ccccc2oc1=O	0%	10%	i	-8%	4%
Cc1cc(=O)[nH]c(N/N=C/C=C/c2ccccc2)n1	-2%	2%	0.8%	40%	5%	VEEV TC-83 Vero 10K pilot screen=2.5
CCOC(=O)C1CCCN(C(=O)c2ccc(-c3ccc([N+](=O)[O-])cc3)o2)C1 (stereo not drawn)	0%	0%	0.9%	u	u
CCOC(=O)c1c(C)[nH]c(C=Nc2ccc(OC)cc2)c1O	9%	8%	0.4%	2%	60%
COc1cc(NC(=O)C2CCN(S(=O)(=O)c3ccc4[nH]c(=O)oc4c3)CC2)cc(OC)c1	7%	0%	2.0%	19%	-2%
O=C(C1COc2ccccc2O1)N1CCN(c2nc3c(F)cc(F)cc3s2)CC1 (stereo not drawn)	-2%	6%	i	35%	60%
COc1ccc(NS(=O)(=O)c2ccc(C(=O)N3CCN(c4ccc(F)cc4)CC3)cc2)cc1	x	1%	4.0%	41%	1%
CCOC(=O)C1CCCN(S(=O)(=O)c2ccccc2)C1 (stereo not drawn)	-16%	-1%	0.7%	-7%	-8%
C[C@]12C[C@H](O)[C@@H]3c4ccc(O)cc4CCC3[C@@H]1CCC2=O (stereo partly drawn)	18%	4%	1.8%	-5%	-1%
CCc1nnc(NC(=O)C(CC)c2ccccc2)s1 (stereo not drawn)	-2%	-4%	i	4%	9%
COc1ccc(/C=C2\NC(=O)C(C=NCc3ccccc3)=C2O)cc1	4%	-2%	0.7%	11%	1%
O=C(O)CCCNCc1ccccc1F	x	4%	0.1%	x	x
COc1ccc2nc(N(Cc3ccccc3)C(=O)CCNC(C)=O)sc2c1	-10%	-8%	6.7%	5%	-10%
COc1ccc(NCc2nnc(SCC(=O)Nc3ccccc3)n2C)cc1	-3%	4%	0.7%	20%	-1%	VEEV TC-83 Vero 10K pilot screen=1.5
CCOC(=O)c1cc(NC(=O)N(C(C)C)C(C)C)c(C)nc1C	-21%	-2%	1.5%	-2%	9%	VEEV TC-83 Vero 10K pilot screen=0.7
CCc1ccc(OCC(O)CN2CCN(CCO)CC2)cc1 (stereo not drawn)	1%	-10%	0.2%	21%	7%
O=C(Nc1ccc(F)cc1)c1cc(S(=O)(=O)N2CCCCC2)ccc1F	-8%	2%	2.4%	7%	3%
Cc1noc(C)c1S(=O)(=O)N1CCC(C(=O)N(C)Cc2ccccc2)CC1	11%	4%	2.6%	-4%	-1%
Cc1ccc(S(=O)(=O)N2CCC(C(=O)OCc3ccc([N+](=O)[O-])cc3)CC2)cc1	-8%	2%	0.1%	35%	-2%
COc1nc(N=C(N)N)nc2ccc(C)cc12	10%	x	x	54%	-5%
COc1cccc(S(=O)(=O)NCC(=O)N2CCCC2)c1	-1%	-3%	0.8%	-21%	-7%
CCCSc1nsc(NC(=O)CCC)n1	16%	-1%	7.1%	76%	13%
CSc1oc(-c2ccco2)nc1S(=O)(=O)c1ccc(Br)cc1	-4%	6%	0.9%	6%	-2%
Brc1ccccc1OCCCOc1cccc2cccnc12	-1%	3%	i	22%	14%
COc1ccc(/C=C/C(=O)OCCNC(=O)c2ccncc2)cc1OC	11%	-5%	0.9%	-5%	-4%
COc1ccc(C(C)=O)cc1CSc1nnc2c(Cl)cc(Cl)cn12	0%	-1%	3.8%	16%	-7%
CS(=O)(=O)c1ccc2nc(NC(=O)c3cccc(Cl)c3)sc2c1	-2%	-47%	i	-9%	10%
COCCNC(=S)Nc1ccc(S(=O)(=O)Nc2cnc3ccccc3n2)cc1	0%	-21%	0.7%	19%	0%
O=C(NCc1ccccn1)c1ccco1	5%	7%	0.6%	3%	0%
COc1cc(/C=N/NC(=O)C(=O)NCc2ccco2)cc(Cl)c1O	3%	-3%	3.3%	2%	1%
Cc1cc(Cl)n2nc(C)c(-c3ccc(Cl)cc3)c2n1	8%	-3%	10%	61%	4%
Cc1ccc(C)c(NC(=O)c2cc[n+](C)cc2)c1	-3%	-3%	0.6%	1%	-4%
O=C(CSc1ccc(F)cc1)Nc1nnc(-c2ccco2)o1	3%	6%	1.6%	8%	6%
O=C(CCC1COc2ccccc2O1)N1CCCC1 (stereo not drawn)	-4%	1%	0.6%	70%	2%
O=C(Nc1ccc(S(=O)(=O)Nc2nccs2)cc1)c1nn(-c2ccc(F)cc2)ccc1=O	6%	-3%	2.0%	48%	-13%
Cc1nnc(N/N=C/c2ccc([N+](=O)[O-])cc2)n1N	13%	-3%	0.2%	u	51%
CCSc1nc(-c2ccccc2)nc(C(Cl)Cl)n1	2%	-7%	9.7%	u	u	VEEV TC-83 Vero 10K pilot screen=6.6
Cc1cccc(OCCCC(=O)Nc2ccc(Cl)c(S(=O)(=O)N3CCOCC3)c2)c1	x	-4%	3.6%	31%	5%
OC(c1ccc2c(c1)OCO2)c1nccc2ccccc12 (stereo not drawn)	0%	-5%	i	1%	-5%
Cc1ccc(COn2c(-c3ccc(Cl)cc3Cl)nc3ncccc32)cc1	-3%	-15%	5.9%	54%	8%
CC1Sc2ccc(S(=O)(=O)CCC(=O)Nc3ccc(C(C)C)cc3)cc2NC1=O (stereo not drawn)	-3%	-7%	5.6%	35%	13%
The list continues.
SMILES	PhoP GFP inhibition	H1N1 NS1A inhibition	VEEV TC-83 Vero	M. tuberculosis	M. tuberculosis HTS	others
N#CC1=C(N)Oc2c(oc(CO)cc2=O)C1c1cccs1 (stereo not drawn)	-2%	-7%	1.2%	2%	-1%
Cc1cccc(NCc2nc(SCC(=O)Nc3ccccc3Br)n[nH]2)c1	7%	-6%	i	34%	-2%
O=C1C=C(c2ccoc2)N2CCC[C@H]2C1	x	-2%	0.1%	1%	-5%	VEEV TC-83 Vero 10K pilot screen=0.2
O=C(c1ccc(F)cc1)N1CCN(c2ccc([N+](=O)[O-])cc2-n2cccc2)CC1	-4%	x	4.4%	65%	49%
O=C(O)c1ccc2cc(-c3ccccc3)[nH]c2c1	1%	8%	i	0%	3%
Cc1cc(=O)[nH]c(SCC(=O)N2CCN(S(=O)(=O)c3ccccc3)C2)n1	5%	-2%	0.9%	-10%	-3%
O=[N+]([O-])c1ccc(Sc2cccc[n+]2[O-])c2nonc12	x	8%	i	x	x
COc1ccccc1Nc1nc(N)nc(CSC(=S)N2CCC(C)CC2)n1	5%	-7%	4.8%	u	6%
O=C(CN1CCN(S(=O)(=O)/C=C/c2ccccc2)CC1)NCC(F)(F)F	13%	2%	i	26%	-4%
O=C(CCC(=O)OCC(=O)c1ccccc1)NC1CCCCC1	-1%	0%	0.1%	4%	4%

No new results follow: an excerpt of the list.
SMILES	PhoP GFP inhibition	H1N1 NS1A inhibition	VEEV TC-83 Vero	M. tuberculosis	M. tuberculosis HTS	others
O=C(CCC1COc2ccccc2O1)N1CCCC1 (stereo not drawn)	-4%	1%	0.6%	70%	2%
O=C(Nc1ccc(S(=O)(=O)Nc2nccs2)cc1)c1nn(-c2ccc(F)cc2)ccc1=O	6%	-3%	2.0%	48%	-13%
Cc1nnc(N/N=C/c2ccc([N+](=O)[O-])cc2)n1N	13%	-3%	0.2%	u	51%
CCSc1nc(-c2ccccc2)nc(C(Cl)Cl)n1	2%	-7%	9.7%	u	u	VEEV TC-83 Vero 10K pilot screen=6.6
Cc1cccc(OCCCC(=O)Nc2ccc(Cl)c(S(=O)(=O)N3CCOCC3)c2)c1	x	-4%	3.6%	31%	5%
OC(c1ccc2c(c1)OCO2)c1nccc2ccccc12 (stereo not drawn)	0%	-5%	i	1%	-5%
Cc1ccc(COn2c(-c3ccc(Cl)cc3Cl)nc3ncccc32)cc1	-3%	-15%	5.9%	54%	8%
CC1Sc2ccc(S(=O)(=O)CCC(=O)Nc3ccc(C(C)C)cc3)cc2NC1=O (stereo not drawn)	-3%	-7%	5.6%	35%	13%
N#CC1=C(N)Oc2c(oc(CO)cc2=O)C1c1cccs1 (stereo not drawn)	-2%	-7%	1.2%	2%	-1%
Cc1cccc(NCc2nc(SCC(=O)Nc3ccccc3Br)n[nH]2)c1	7%	-6%	i	34%	-2%
O=C1C=C(c2ccoc2)N2CCC[C@H]2C1	x	-2%	0.1%	1%	-5%	VEEV TC-83 Vero 10K pilot screen=0.2
O=C(c1ccc(F)cc1)N1CCN(c2ccc([N+](=O)[O-])cc2-n2cccc2)CC1	-4%	x	4.4%	65%	49%
O=C(O)c1ccc2cc(-c3ccccc3)[nH]c2c1	1%	8%	i	0%	3%
Cc1cc(=O)[nH]c(SCC(=O)N2CCN(S(=O)(=O)c3ccccc3)C2)n1	5%	-2%	0.9%	-10%	-3%
O=[N+]([O-])c1ccc(Sc2cccc[n+]2[O-])c2nonc12	x	8%	i	x	x
COc1ccccc1Nc1nc(N)nc(CSC(=S)N2CCC(C)CC2)n1	5%	-7%	4.8%	u	6%
O=C(CN1CCN(S(=O)(=O)/C=C/c2ccccc2)CC1)NCC(F)(F)F	13%	2%	i	26%	-4%
O=C(CCC(=O)OCC(=O)c1ccccc1)NC1CCCCC1	-1%	0%	0.1%	4%	4%

Going on with the list:
SMILES	PhoP GFP inhibition	H1N1 NS1A inhibition	VEEV TC-83 Vero	M. tuberculosis	M. tuberculosis HTS	others
CN(C)c1ccc(/C=C(/C#N)C(=O)NCc2ccccc2)o1	-11%	-4%	2.9%	11%	7%
NC(=O)c1ccc(C(F)(F)F)n(Cc2ccc(Cl)cc2)c1=O	1%	19%	i	5%	-3%
c1csc(C2Nc3ccccc3-c3nc4ccccc4n32)c1 (stereo not drawn)	-3%	-6%	i	6%	1%
CC(C)C1OC2c3cccc4cccc(c34)C2N1c1ccccc1 (stereo not drawn)	-9%	-3%	0.2%	5%	-4%
COc1cccc(-c2nc(-c3ccccc3)c(-c3ccccc3)[nH]2)c1OCC(=O)O	-3%	0%	3.3%	5%	2%
Cc1cccc2cc(CN(Cc3ccco3)C(=O)c3cccs3)c(=O)[nH]c12	0%	-21%	9.7%	3%	-2%
COc1ccc(S(=O)(=O)N2CCCC(C(=O)N3CCCC3)C2)cc1OC (stereo not drawn)	5%	5%	2.3%	-18%	-7%
Cc1cc(C)n2nc(SC(C)C(=O)Nc3ccccc3F)nc2n1 (stereo not drawn)	x	-2%	1.0%	-3%	-7%
O=C(NCCc1cccc(Cl)c1)c1cc2ccccc2oc1=O	-4%	4%	1.2%	86%	-5%
Cc1ccc(S/C=C\C(=O)c2ccccc2)cc1	-4%	4%	u	u	u
O=C(COc1nc2ccccc2nc1N1CCOCC1)N1CCc2ccccc21	x	-4%	1.0%	x	x
Cc1ccc2c(c1)N(CCC(=O)NC(C)C)C(=O)CO2	-2%	0%	4.4%	-20%	-3%
COc1ccc(-c2nc(C(N)=O)c3[nH]c(=O)n(-c4ccccc4OC)c3n2)c(OC)c1	x	-19%	9.6%	x	-3%
COC(=O)Cn1cnc2ccccc2c1=O	6%	-12%	0.5%	-4%	1%
N#Cc1ncn(-c2ccc(Oc3ccccc3)cc2)c1N	4%	12%	4.6%	36%	11%
CCOc1ccccc1NC(=O)c1ccc2nccnc2c1	-11%	8%	3.2%	15%	-4%
COc1ccc(CNC(=O)C(c2ccncc2)N(C(=O)Cc2cccs2)c2ccccc2C)cc1 (stereo not drawn)	-3%	-1%	3.0%	21%	10%
CS(=O)(=O)N1CCN(C/C=C/c2ccccc2)CC1	-1%	-9%	3.2%	0%	1%
COc1cccc(-n2c(SCC(=O)Nc3nccs3)nnc2-c2ccoc2C)c1	3%	16%	1.3%	16%	-6%
